Compound activity deposited in PubChem BioAssay by National Center for Advancing Translational Sciences (NCATS).
GLP-1R agonist: GLP-1 receptor (human) agonism. P43220. HEK293 GLP-1R CRE-luciferase, luminescence, 4-6 h; cells express a hypersensitive GLP-1R form. Potency, µM (top dose mostly 45.6 µM), without a hit: at the top dose activation, hits mostly activators. hit rate 0.007% among 380,000. AID 624172; note: potency is the fitted concentration of half-maximal effect; % of control where 0% means no effect
Target sequence (P43220 whole entry, looked up): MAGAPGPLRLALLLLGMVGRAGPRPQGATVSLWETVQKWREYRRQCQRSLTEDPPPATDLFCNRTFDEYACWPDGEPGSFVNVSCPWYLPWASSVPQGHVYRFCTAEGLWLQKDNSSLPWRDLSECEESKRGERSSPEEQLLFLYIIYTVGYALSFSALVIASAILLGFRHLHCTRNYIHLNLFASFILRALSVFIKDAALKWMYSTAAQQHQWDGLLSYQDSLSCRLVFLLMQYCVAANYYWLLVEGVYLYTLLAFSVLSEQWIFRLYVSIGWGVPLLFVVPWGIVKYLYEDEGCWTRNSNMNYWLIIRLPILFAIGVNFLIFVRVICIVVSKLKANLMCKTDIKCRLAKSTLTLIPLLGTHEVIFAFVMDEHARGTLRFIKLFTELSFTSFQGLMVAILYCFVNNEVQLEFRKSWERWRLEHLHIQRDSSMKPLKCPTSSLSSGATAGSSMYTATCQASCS
HEK293 tox: cytotoxicity counter-screen for GLP-1 receptor inverse agonists; hit rate 0.13% among 410,000; HEK293 cAMP-luciferase reporter cells, luminescence, 24 h; AID 624418; Potency, µM (highest dose often 38.3 µM), for inactives: top-dose activity change, negative = inhibition, most hits filed as inhibitors;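 note: loss of luciferase light is scored as toxicity; potency is the fitted concentration of half-maximal effect; % is set by controls: 0 for no effect and ±100 for the full control effect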
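Seeding density was 200 cells/uL; after overnight-length (12 h) culture, 23 nL compounds went on for 24 h at 37 °C. Readout used a luciferase detection reagent, luminescence taken after 12 min at room temperature.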
PI5P4Ka inh: inhibitors of human PI5P4K alpha. P48426. PI5P4Kalpha enzyme, ADP-Glo luminescence, 60 min; active compounds read low. max response, %. hit rate 1.2% among 330,000; active = max response of -50% or lower; inconclusive = between -30% and -50%; inactive = -30% or higher; note: value at the top dose of about 77 µM; % is set by controls: 0 for no effect and ±100 for the full control effect
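ADP-Glo luminescence end-point after a 60 min room-temperature kinase reaction. PI5P4Kalpha and substrate in HEPES pH 7.4 buffer with EGTA, 0.1% CHAPS and 5% DMSO; ATP at 5 microM final.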
PLK1 PBD inh: blocks phosphopeptide binding to human PLK1 polo-box domain; AID 720504; P53350; Plk1 PBD binding of FITC phosphopeptide, fluorescence polarization; Potency, µM, for the others: max response, negative = inhibition, most hits filed as inhibitors; hit rate 2.8% among 360,000; note: potency is the fitted concentration of half-maximal effect; series mostly up to about 57 µM; % is set by controls: 0 for no effect and ±100 for the full control effect; nearly all actives have a fitted effect of over 65% in size
IL-2 act: IL-2 activation. IL-2 activation reporter assay, cell-based qHTS; stimulated with anti-CD3/CD4/CD28 beads; in transgenic mouse T cells. activation, % (series mostly up to about 46 µM). hit rate 0.065% among 360,000. AID 652025; in the data active = activation above about 50%; inconclusive = mostly about 30% to 49%; note: 0% is about no effect
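First, unstimulated transgenic mouse T cells were exposed to compound for 60 min. Next, anti-CD3/anti-CD4-coated beads with anti-CD28 were added. Finally, after 18 h at 37 degrees C, EGFP and DsRed were imaged.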
GLP1R inv ag: inverse agonists of human GLP-1 receptor | HEK293 GLP-1R CRE-luciferase, luminescence, 24 h; GLP-1R form is constitutively active | Potency, µM (doses to about 38.3 µM), inactives show at the top dose activity change, negative = inhibition, hits mostly inhibitors | hit rate 1.6% among 410,000 | AID 624417; note: potency is the fitted concentration of half-maximal effect; % is set by controls: 0 for no effect and ±100 for the full control effect; nearly all actives have a fitted effect of over 55% in size
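qHTS in 1536-well format: reporter HEK293 cells expressing constitutive GLP-1R activity in DMEM + 10% Nu serum, 24 hr with compounds at 37 deg C, luminescence read after 12 min with detection reagent.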
PTHR1 ag: PTHR1 (human) receptor agonism. Q03431. HEK293 GP2 PTHR1 cells, GloSensor cAMP luminescence, 1 h. Potency, µM (series often up to 115 µM), without a hit: top-dose activation, hits mostly activators. hit rate 0.075% among 410,000. AID 743266; note: potency is the fitted concentration of half-maximal effect; nearly all actives have a fitted effect of over 55% in size; some results filed as inactive show a strong effect at the top dose; inactives centre near -15; many of its hits are not listed in these tables
Target sequence (Q03431 whole entry, looked up): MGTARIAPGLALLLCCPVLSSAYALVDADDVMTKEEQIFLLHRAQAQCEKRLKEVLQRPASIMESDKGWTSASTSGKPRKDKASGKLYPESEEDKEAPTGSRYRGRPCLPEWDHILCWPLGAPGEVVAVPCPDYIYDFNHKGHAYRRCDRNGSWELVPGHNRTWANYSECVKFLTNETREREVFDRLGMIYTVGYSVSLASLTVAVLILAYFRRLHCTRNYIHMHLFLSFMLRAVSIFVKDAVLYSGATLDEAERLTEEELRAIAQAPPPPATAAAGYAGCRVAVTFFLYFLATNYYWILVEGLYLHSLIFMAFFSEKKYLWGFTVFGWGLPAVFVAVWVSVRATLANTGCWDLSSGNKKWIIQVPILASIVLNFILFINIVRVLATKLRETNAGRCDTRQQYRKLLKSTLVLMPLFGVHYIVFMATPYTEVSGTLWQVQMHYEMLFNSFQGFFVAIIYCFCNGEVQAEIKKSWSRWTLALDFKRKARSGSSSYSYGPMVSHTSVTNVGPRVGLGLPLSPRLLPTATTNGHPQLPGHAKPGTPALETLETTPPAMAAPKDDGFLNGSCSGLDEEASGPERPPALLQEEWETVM
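HEK-293-derived GP2 cells expressing PTHR1 and a GloSensor cAMP reporter, 3,000/well, plated overnight, given luciferin plus IBMX (each 0.5 mM as added) for 1 h at 37 °C, then compound for 1 h at 37 °C. Luminescence was read after 15 min at room temperature.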
EPAC1 agonist: activates human EPAC1 exchange factor. AID 720707. hit rate 0.073% among 360,000. EPAC1 agonist qHTS, biochemical assay; response scale: 100% = response to 6.5 mM cAMP. Potency, µM (highest dose often 154 µM), inactives show top-dose activation, actives largely listed as activators; note: potency is the fitted concentration of half-maximal effect; nearly all actives have a fitted effect of over 60% in size
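Read-out is the fluorescence drop as BODIPY-GDP leaves Rap1B (480 nm excitation, 540 nm emission), recorded every 5 minutes over 30 minutes. Reactions held 100 nM EPAC1, 250 nM Rap1B–BODIPY-GDP and 50 uM GDP, with 6.5 mM cAMP setting full activation.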
EPAC1 antag: EPAC1 (human) antagonism. Potency, µM (top dose mostly 115 µM), without a hit: at the top dose activity change, negative = inhibition, actives largely listed as inhibitors. EPAC1 GEF assay, Rap1b-BODIPY-GDP exchange fluorescence. O95398. hit rate 0.14% among 360,000. AID 720709;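 note: potency is the fitted concentration of half-maximal effect; plate controls were vehicle for no effect and positive control for full effect; nearly all actives have a fitted effect of over 50% in size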
Starred values were filed as active, the others as inactive; i = inactive; ? = inconclusive; / = not tested or not shown; & = joins results of further samples; [ ] = remark or other dose. Unless noted, calls come from the whole dose curve; as a rule, active = well fitted curve in the direction sought with a large enough effect; inconclusive = small, poorly fitted or top-dose-only effect, or another doubt; inactive = no such curve, though single readings can be large; an effect the other way counts as inactive or inconclusive. A portion of the library; count on the stated rates, not on these rows.

SMILES	GLP-1R agonist	HEK293 tox	PI5P4Ka inh	PLK1 PBD inh	IL-2 act	GLP1R inv ag	PTHR1 ag	EPAC1 agonist	EPAC1 antag
CC(C)[C@H]1COCCS(=O)(=O)N1Cc1ccccc1-c1ccc(F)cc1	0%	18%	14	4%	-0.1	?	-13%	-8%	-19%
Cc1cc(C)c2c(N)c(C(=O)NCc3ccco3)sc2n1	19%	15%	-10	1%	-0.3	117%[activator]	-26%[57.5 µM]	-4%	-6%
CCC(C(=O)NC1CCCC1)n1c(-c2cc3ccccc3[nH]2)nc2ccccc21 (stereo not drawn)	/	0%	0	-4%	-1.1	?	-46%[inhibitor]	7%	-6%
O=C(c1ccc(Cl)cc1)N1CCN(S(=O)(=O)/C=C/c2ccccc2)CC1	0%	2%	3	2%	-0.6	?	-24%	0%	9%
OC(c1ccc(F)c(F)c1)c1ncc(-c2ccc(F)cc2)[nH]1 (stereo not drawn)	10%	-2%	0	0%	-0.2	2%	i	-12%	-18%
O=C(NCc1ccc(Cl)cc1)c1ccncc1	-2%	-9%	-8	-5%	0.1	24%	-9%	7%	11%
CC1(C(=O)NS(=O)(=O)C2CC2)CCCN(C(=O)c2cccc(OC(F)(F)F)c2)C1 (stereo not drawn)	-1%	-10%	-2	-4%	-0.3	7%	-2%	21%	?
CONC(=O)Nc1ccccc1[N+](=O)[O-]	4%	-6%	2	-3%	-1.2	14%	i	0%	0%
COc1ccc(N(CC(=O)Nc2ccccc2C)S(=O)(=O)c2c(C)[nH]c(=O)[nH]c2=O)cc1	5%	1%	-2	-3%	-1.5	0%	-1%	13%	10%
COc1ccc(C2CC(c3cccc(C)c3)n3ncnc3N2)cc1 (stereo not drawn)	-3%	10%	4	-10%	0.9	8%	-21%	0%	?
CC(=O)c1cccc(CN2CCCC(C(=O)Nc3cccc(-n4cccn4)c3)C2)c1 (stereo not drawn)	11%	-7%	-2	-4%	-0.1	?	i	6%	0%
CC1=NN(c2ccccc2)C(=O)/C1=C\c1cn(-c2ccccc2)nc1C	0%	4%	1	-15%	0.5	18%	-14%	3%	14%
O=C(CSc1ccncc1)Nc1ccc(S(=O)(=O)Nc2nccs2)cc1	0%	2%	-13	-24%	1.3	-8%	-22%	-10%	-22%
COC(=O)c1ccc(CSc2cc(C)c3ccccc3n2)o1	25%	2%	-1	-22%	0.3	?	i	15%	-4%
O=C(Nc1ccc(Cl)cn1)C1CCCN1S(=O)(=O)c1ccc(Cl)cc1 (stereo not drawn)	-7%	2%	/	-5%	-1.4	0%	3%[57.5 µM]	6%	9%
CCc1nc2n[nH]c(N)c2c2c1CSC(C)(C)C2	6%	-3%	-5	-16%	-1.6	84%[activator]	-5%[57.5 µM]	0%	-11%
NS(=O)(=O)c1ccc(NC(CNS(=O)(=O)c2ccccc2)c2ccccc2)cc1 (stereo not drawn)	-1%	-14%	0	2%	-2.2	?	i	4%	7%
CSc1cccc(NS(=O)(=O)c2ccc(C(C)=O)cc2)c1	8%	0%	-2	-9%	-3.2	-3%	-33%[inhibitor]	2%	-11%
CCOc1cc(C(=O)NCCN2C(=O)S/C(=C\c3cccnc3)C2=O)cc(OCC)c1OCC	-7%	-18%	2	?	-0.2	2%	i	-17%	7%
Cc1ccc(Nc2nc(CSc3nnc(-c4ccccc4)n3C)cs2)cc1	8%	-21%	-20	-14%	-1.5	?	-34%[inhibitor]	8%	-7%
O=C(Nc1ccc(NC(=O)c2ccco2)c(Cl)c1)c1cccc([N+](=O)[O-])c1	15%	-26%	-7	-12%	-4.9	-17%	i	-1%	-6%
O=C(CCC(=O)NNC(=O)Nc1ccc(Cl)cc1)NCc1ccccc1	-8%	10%	/	-7%	-1.9	0%	-18%	10%	7%
O=C(NCc1cccc(Cl)c1)C1CCC(=O)N(CCCN2CCOCC2)C1 (stereo not drawn)	-1%	-8%	-3	?	-3.3	1%	-10%	8%	12%
CCn1c(SCC(=O)Nc2nc(C)c(C)s2)nc2cccnc21	32%	-7%	0	-26%	-0.6	68%[activator]	-20%[57.5 µM]	-3%	-14%
CC(=O)c1ccc(NC(=O)C(C)NCc2ccccc2Cl)cc1 (stereo not drawn)	-4%	2%	-7	2%	-2.7	8%	i	7%	?
O=C(CCn1nc(-c2ccccc2)ccc1=O)N1CCCC1	7%	-3%	-4	-9%	-2.7	33%[activator]	i	-3%	-14%
CC1=CC(=O)C=C(C)C1=NOc1ccc([N+](=O)[O-])cc1	8%	0%	2	-20%	-0.5	1%	i	3%	-7%
CC(=O)Nc1nc(SCc2ccc(Cl)cc2Cl)n[nH]1	-11%	-17%	-1	0%	-0.7	6%	i	-3%	14%
Cc1cc(O)c(C(C)C)cc1NC(=O)Cn1nc(C)c2ccccc2c1=O	23%	-1%	/	-11%	-0.4	0%	i	13%	-7%
O=C(c1cccn(Cc2cccc(Cl)c2)c1=O)N1CCOCC1	-7%	-7%	/	-1%	-1.3	0%	i	5%	10%
Cc1c(C(=O)N2c3ccccc3CC2C)oc2ccccc12 (stereo not drawn)	-3%	-16%	24	3%	-2.2	10µM*	-84%[inhibitor]	5%	0%
Cc1ccc(C(=O)C(C)OC(=O)C2CCN(c3ccc(C(F)(F)F)cn3)CC2)cc1C (stereo not drawn)	-11%	-1%	17	-4%	-4.8	?	-27%	-6%	-3%
COc1ccc(Br)c(/C=N/NC(=O)COc2ccc(-c3ccccc3)cc2)c1	-5%	-1%	1	-9%	-0.6	-8%	-3%	6%	-11%
O=c1c(-c2ccco2)nc2ccccc2n1C(c1ccccc1)c1nc2ccccc2[nH]1 (stereo not drawn)	/	-5%	-14	-18%	-0.9	?	-18%	14%	-23%
CCCCNc1c(-c2cc3ccccc3o2)nc2nc(C)cc(C)n12	23%	16%	-9	-3%	0.3	2%	-22%	-7%	?
Cc1ccc(-n2ncc3c(=O)n(CC(N)=O)cnc32)cc1C	-2%	1%	5	0%	-0.5	1%	i	12%	-17%
CCCn1c(C(C)NC(C)=O)nc2ccccc21 (stereo not drawn)	2%	0%	4	4%	-2.7	0%	i	-13%	23%
O=C(COc1ccc(Cl)cc1Cl)N(C1CCCCC1)C1CCS(=O)(=O)C1 (stereo not drawn)	12%	0%	4	-2%	-1.1	-16%	-2%	0%	-4%
CC1=C(C(=O)OC2CCCCC2)C(c2ccc(C)o2)C2=C(CC(C)(C)CC2=O)N1 (stereo not drawn)	13%	-22%	7	-12%	-4.1	?	-10%[57.5 µM]	0%	5%
COc1cccc(NC(=O)CN2C(=O)c3cccnc3Oc3ccc(Cl)cc32)c1	10%	-24%&-8%	1	1%	-1.8	16%&1%	-4%	4%	-6%
Cc1ccc2c(c1)nnn2C1CCN(CC(=O)NCc2ccccc2F)CC1	7%	9%	-3	-19%	-3.4	14%	0%	-1%	6%
Cc1ccccc1-n1nc2c(c1NC(=O)c1cccs1)CS(=O)(=O)C2	-4%	-7%	4	-12%	-1.9	16%	-10%	-1%	6%
Cc1noc(C)c1C(=O)Nc1nc2ccc(Cl)cc2s1	-1%	0%	2	-18%	-2.4	-3%	-77%[inhibitor]	-5%	4%
CCOC(=O)CSc1cc(CSc2ccccc2)nc(-c2ccccc2)n1	-5%	-10%	-12	?	-0.5	?	i	1%	-1%
CC(C)(C)CN1CCN(CCCc2ccccc2)C(CCO)C1 (stereo not drawn)	-4%	-2%	10	-10%	-0.5	?	i	-5%	-14%
CCOC(=O)c1cc(-c2cc(OC)c(OC)c(OC)c2)nc2c1c(=O)[nH]c(=O)n2Cc1ccccc1	7%	130%[activator]	-5	7%	-2.8	60%[activator]	i	0%	-7%
O=c1c2ccccc2nc2n1CC/C2=C/N1CCN(c2cccc(C(F)(F)F)c2)CC1	8%	2%	/	-5%	-2.1	-30%	i	8%	0%
COc1ccc2cc(OC)c(C(=O)N3CCOCC3)cc2c1	6%	-11%	-1	2%	4.5	8%	i	4%	-3%
CC(=O)C1=C(O)C(=O)N(c2nccs2)C1c1ccccc1F (stereo not drawn)	-5%	-10%	-8	0%	-0.4	2%	i	3%	-2%
Cc1nn(C)c(C(=O)Nc2ccc(Br)cc2F)c1Br	9%	-9%	10	-6%	-0.4	-9%	i	-2%	14%

(continued)
SMILES	GLP-1R agonist	HEK293 tox	PI5P4Ka inh	PLK1 PBD inh	IL-2 act	GLP1R inv ag	PTHR1 ag	EPAC1 agonist	EPAC1 antag
CC(C)c1nc(SCC(=O)Nc2ccc3c(c2)OCCO3)c2c(=O)n(C)c(=O)n(C)c2n1	-4%	-10%	5	-11%	2.4	4%	i	1%	2%
COc1ccc(OCC(=O)N2CCN(C(=O)c3ccc(F)cc3)CC2)cc1	-6%	?	0	-15%	-2.3	?	-13%	2%	-12%
COc1ccc(NC(=O)c2ccc(NC(=O)CN3CCC(C(N)=O)CC3)cc2)cc1	1%	-11%	-3	-1%	-0.1	9%	i	14%	2%
Cc1c(-c2cccc(NC(=O)c3ccco3)c2)nc2ncccn12	11%	13%	-3	1%	0.3	28%	i	4%	-9%
O=S(=O)(CCN1CCN(c2ccccc2O)CC1)c1ccc(Cl)cc1	-1%	-4%	-2	-1%	-3.3	-14%	-11%	4%	10%
CN1C(=O)C2(OCCCO2)c2cc(Cl)ccc21	-7%	-2%	-4	-5%	0.5	13%	i	-1%	0%
C[C@]12c3[nH]c4cc(-c5ccco5)ccc4c3CCN1C(=O)[C@@H](CC(=O)NCCC1=CCCCC1)C[C@@H]2C(=O)N1CCCCC1	2%	-12%	?	21µM*	-0.3	?	-25%	-11%	-19%
